Screening results: PubChem BioAssay, National Center for Advancing Translational Sciences (NCATS)
HADH2 inh: qHTS Assay for Inhibitors of HADH2 (Hydroxyacyl-Coenzyme A Dehydrogenase, Type II) | 3-hydroxyacyl-CoA dehydrogenase type-2 (Homo sapiens), Q99714 | recombinant HADH2, NADH fluorescence, beta-hydroxybutyryl-CoA | Potency, µM (titrated, usually from 57.1 µM), inactives show at the top dose activity change, negative = inhibition, most hits filed as inhibitors | 73,000 compounds, 3.4% hits | AID 886, 2007; note: potency is the fitted concentration of half-maximal effect; % is set by controls: 0 for no effect and ±100 for the full control effect; nearly all actives have a fitted effect of over 60% in size; many of its hits are not listed in these tables
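His-tagged recombinant enzyme from E. coli, 20 nM, preincubated 15 min RT with compound; reaction started with 1 mM NAD+ and 90 uM beta-hydroxybutyryl-CoA in 100 mM Tris-HCl pH 9.0. NADH fluorescence (ex 360/em 450) read over 4 min; last-minus-first difference.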
Fluorescein autfl: qHTS Assay for Spectroscopic Profiling in Fluorescein Spectral Region. Compound autofluorescence, 480/540 nm, fluorescein-equivalent; active compounds read high. max fluorescein-equivalent concentration, M. 59,000 compounds, 0.91% hits. AID 593, 2007; in the data active = max fluorescein-equivalent concentration above about 10 nM; inconclusive = between about 1.1 nM and that limit
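Autofluorescence profiling; 100 mM Tris, pH 8.0; incubation 15 min at RT; ex/em 480/540 nm; result as fluorescein-equivalent concentration.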
Tau filament bind: qHTS Assay for Tau Filament Binding; Microtubule-associated protein tau (Homo sapiens), P10636; recombinant tau filaments, thioflavin S fluorescence, 15 h; filaments grown with octadecylsulfate alongside compound; Potency, µM (highest dose often 57.1 µM), without a hit: at the top dose activity change, negative = inhibition; 71,000 compounds, 2% hits;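 note: potency is the fitted concentration of half-maximal effect; % is set by controls: 0 for no effect and ±100 for the full control effect; actives lower thioflavin S fluorescence by blocking filaments or displacing dye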
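Read-out: ThS fluorescence, 450 nm excitation/510 nm emission; lower signal marks blocked filament formation or displaced dye. Tau at 1 uM with 30 uM ODS, 10 uM ThS, 5 mM DTT, 100 mM NaCl, 10 mM HEPES pH 7.4; 15 h, 37 C.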
Caspase-7 inhib: qHTS Assay for Allosteric/Competitive Inhibitors of Caspase-7; AID 889, 2007; Potency, µM (top dose mostly 57.5 µM), without a hit: at the highest dose activity change, negative = inhibition, usual class: inhibitors; P55210; recombinant caspase-7, Ac-DEVD-AFC fluorescence rate; 75,000 compounds, 0.02% hits; active = well fitted inhibition curve with a large enough effect in the main read-out, with a control signal flat, not every such curve was filed as active; inconclusive = small, poorly fitted or top-dose-only effect, or a change in a side signal; note: potency is the fitted concentration of half-maximal effect; % of control where 0% means no effect
Rhodamine autofl: qHTS Assay for Spectroscopic Profiling in Rhodamine Spectral Region; Rhodamine-region fluorescence, 547/598 nm, Tris buffer; active compounds read high; max dye-equivalent concentration, M; 59,000 compounds, 0.05% hits; in the data active = max dye-equivalent concentration above about 11 nM; inconclusive = between about 1.1 nM and that limit
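Compound fluorescence in 100 mM Tris, pH 8.0, read after 15 min at room temperature with 547 nm excitation and 598 nm emission. Output is dye-equivalent concentration from an on-plate rhodamine standard series.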
HEK293 cAMP cs: qHTS Assay for Agonists of the Thyroid Stimulating Hormone Receptor: Activators of Intracellular cAMP Concentrations in Parental HEK 293; parental HEK293 CNG cAMP sensor, membrane potential fluorescence; Potency, µM (series often up to 57.1 µM), for the others: at the highest dose activation, usual class: activators; 73,000 compounds, 2.5% hits; AID 938, 2007; note: potency is the fitted concentration of half-maximal effect; % of control where 0% means no effect; nearly all actives have a fitted effect of over 55% in size
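Parental HEK 293 cells stably expressing a cAMP-gated CNG channel were loaded with membrane potential dye containing 100 uM RO 20-1724 for 60 min. Compound added for 30 min; depolarization read as fluorescence intensity at 590 nm.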
TexasRed autofl: qHTS Assay for Spectroscopic Profiling in Texas Red Spectral Region. Compound fluorescence, Texas Red channel, 547/618 nm; active compounds read high. max dye-equivalent concentration, M. 59,000 compounds, 0.06% hits; in the data active = max dye-equivalent concentration above about 10 nM; inconclusive = between about 1.1 nM and that limit
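Compound titrations in 100 mM Tris pH 8.0 were incubated 15 min at room temperature and read at 547 nm excitation / 618 nm emission. Texas Red six-point standard curve on each plate converted fluorescence to dye-equivalent concentration.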
Caspase-1 inhib: qHTS Assay for Allosteric/Competitive Inhibitors of Caspase-1; P29466; Caspase-1 enzyme, Ac-WEHD-AFC fluorogenic rate; Potency, µM (titrated, usually from 57.5 µM), inactives show top-dose activity change, negative = inhibition, actives largely listed as inhibitors; 75,000 compounds, 0.03% hits;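 note: potency is the fitted concentration of half-maximal effect; plate controls were vehicle for no effect and no substrate for full effect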
Target sequence (P29466 120-297 limits assumed): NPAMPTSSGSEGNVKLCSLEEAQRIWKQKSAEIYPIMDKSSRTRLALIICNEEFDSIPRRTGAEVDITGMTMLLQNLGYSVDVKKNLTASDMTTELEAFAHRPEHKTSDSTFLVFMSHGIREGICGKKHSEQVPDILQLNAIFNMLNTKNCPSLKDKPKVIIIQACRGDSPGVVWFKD
Target sequence (P29466 317-404 limits assumed): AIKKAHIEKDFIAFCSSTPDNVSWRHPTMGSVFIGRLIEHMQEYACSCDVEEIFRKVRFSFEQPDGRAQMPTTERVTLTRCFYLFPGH
USP2a inhib: qHTS Assay for Inhibitors of Ubiquitin-specific Protease USP2a. 60,000 compounds, 0.1% hits. USP2a enzymatic assay, qHTS inhibition. Ubiquitin carboxyl-terminal hydrolase 2 (Homo sapiens), O75604. Potency, µM (highest dose often 38.3 µM), without a hit: at the top dose activity change, negative = inhibition, usual class: inhibitors;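 note: potency is the fitted concentration of half-maximal effect; nearly all actives have a fitted effect of over 60% in size; plate controls were DMSO for no effect and NEM full inhibition control for full effect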
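Inhibition is measured in a cell-free coupled assay with 20 nM USP2 core, 20 nM Ub-PLA2 and 20 uM NBD C6-HPC, 2.5 h incubation. Activity normalized to NEM control.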
Luciferase inh: qHTS Assay for Inhibitors of Firefly Luciferase. Luciferin 4-monooxygenase (Photinus pyralis), P08659. purified firefly luciferase, luminescence, 8 min. Potency, µM (highest dose often 57.1 µM), inactives show at the highest dose activity change, negative = inhibition, most hits filed as inhibitors. 72,000 compounds, 2.2% hits; note: potency is the fitted concentration of half-maximal effect; % is set by controls: 0 for no effect and ±100 for the full control effect; nearly all actives have a fitted effect of over 40% in size
Target sequence (P08659 whole entry, looked up): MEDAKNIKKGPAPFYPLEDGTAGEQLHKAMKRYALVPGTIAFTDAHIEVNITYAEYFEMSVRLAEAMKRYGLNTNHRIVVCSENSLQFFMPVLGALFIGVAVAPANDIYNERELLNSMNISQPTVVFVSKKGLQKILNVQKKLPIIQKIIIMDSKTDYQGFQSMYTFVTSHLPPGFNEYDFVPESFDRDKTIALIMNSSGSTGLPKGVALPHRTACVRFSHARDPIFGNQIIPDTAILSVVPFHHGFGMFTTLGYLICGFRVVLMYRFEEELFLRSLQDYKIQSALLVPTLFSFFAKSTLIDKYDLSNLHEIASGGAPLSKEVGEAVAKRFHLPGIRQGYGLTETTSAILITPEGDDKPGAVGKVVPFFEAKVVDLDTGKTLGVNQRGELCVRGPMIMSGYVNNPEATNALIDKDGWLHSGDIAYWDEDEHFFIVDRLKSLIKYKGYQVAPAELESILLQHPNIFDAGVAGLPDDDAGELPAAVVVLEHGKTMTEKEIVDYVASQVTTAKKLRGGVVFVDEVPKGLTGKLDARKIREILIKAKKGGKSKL
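Here, luciferase activity is measured as luminescence following an 8 min room-temperature reaction at 10 uM ATP, pH 7.2. Every library sample is titrated.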
ERK AVP block: qHTS Assay for Inhibitors of the ERK Signaling Pathway using a Homogeneous Screening Assay | HEK293-V1b, vasopressin-stimulated pERK AlphaScreen | Potency, µM (series often up to 57.5 µM), without a hit: at the top dose activity, negative = inhibition, actives largely listed as inhibitors | 72,000 compounds, 0.99% hits | AID 995, 2007; note: potency is the fitted concentration of half-maximal effect; % is set by controls: 0 for no effect and ±100 for the full control effect; nearly all actives have a fitted effect of over 55% in size
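HEK293 cells stably expressing V1b receptor, preincubated 30 min at 37 °C with compound, then stimulated 5 min with 25 nM vasopressin. Phospho-ERK by AlphaScreen SureFire after 5 h RT; normalized to DMSO and vasopressin; AC50 by Hill fit.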
* = called active by the depositor; [ ] = dose if it differs, or a comment. Unless noted, calls come from the whole dose curve; as a rule, active = well fitted curve in the direction sought with a large enough effect; inconclusive = small, poorly fitted or top-dose-only effect, or another doubt; inactive = no such curve, though single readings can be large; an effect the other way counts as inactive or inconclusive. The list is partial; count on the stated rates, not on these rows.

Screening CS(=O)(=O)N1CCC2(CC1)CN(c1ccccn1)C2 returned HADH2 inh -11%, Fluorescein autfl inactive, Tau filament bind 4%, Caspase-7 inhib -1%, Rhodamine autofl inactive, HEK293 cAMP cs 17%, TexasRed autofl inactive, Caspase-1 inhib 1%, USP2a inhib 0%, Luciferase inh 1%[11.4 µM] and ERK AVP block -8%.
Screening Cc1cnc(NC(=O)CSc2nnc(COc3c(C)cccc3C)o2)s1 returned HADH2 inh 3%, Tau filament bind 67%, Caspase-7 inhib -3%, HEK293 cAMP cs 8%, Caspase-1 inhib 1%, Luciferase inh -5% and ERK AVP block -2%.
Screening O=C(Nc1ccc2c(c1)OCCO2)c1cccnc1 returned HADH2 inh -17%, Fluorescein autfl inconclusive, Tau filament bind 8%, Caspase-7 inhib 0%, Rhodamine autofl inactive, HEK293 cAMP cs 4%, TexasRed autofl inactive, Caspase-1 inhib -1%, USP2a inhib -4%, Luciferase inh -20% and ERK AVP block 18%.
`O=C(c1csnn1)N1CCC2(CCCN(c3ncccn3)C2)CC1` gave HADH2 inh -6%, Fluorescein autfl inactive, Tau filament bind 3%, Caspase-7 inhib -9%, Rhodamine autofl inactive, HEK293 cAMP cs inconclusive, TexasRed autofl inactive, Caspase-1 inhib -7%, USP2a inhib 2%, Luciferase inh 1%[11.4 µM] and ERK AVP block 0%.
`COc1ccccc1N1CCN(C(=O)c2cc3c(-c4ccc(Cl)cc4)nn(C)c3s2)CC1` gave HADH2 inh 0%, Tau filament bind 48%, Caspase-7 inhib -1%, HEK293 cAMP cs 7%, Caspase-1 inhib -1%, Luciferase inh 0% and ERK AVP block -26%.
Screening CCC(C)[C@H](NC(=O)NCc1ccc(Cl)cc1)C(=O)OC (some centres not stated) returned HADH2 inh 4%, Fluorescein autfl inactive, Tau filament bind -10%, Caspase-7 inhib 0%, Rhodamine autofl inactive, HEK293 cAMP cs 14%, TexasRed autofl inconclusive, Caspase-1 inhib 0%, USP2a inhib 10%, Luciferase inh -2% and ERK AVP block -5%.
`CC(C(=O)Nc1ccc2c(c1)OCO2)N(c1ccc(Cl)cc1)S(C)(=O)=O` (configuration not stated) gave HADH2 inh 0%, Fluorescein autfl inactive, Tau filament bind -17%, Caspase-7 inhib -2%, Rhodamine autofl inactive, HEK293 cAMP cs -2%, TexasRed autofl inactive, Caspase-1 inhib -1%, USP2a inhib 11%, Luciferase inh 1% and ERK AVP block inconclusive.
For CC(C)OC(=O)c1ccc(OC(=O)c2cccnc2)cc1 the results were HADH2 inh -3%, Tau filament bind 5%, Caspase-7 inhib 0%, HEK293 cAMP cs 0%, Caspase-1 inhib -1%, USP2a inhib 5%, Luciferase inh -1% and ERK AVP block 8%.
For COc1ccccc1N1CCN(C(=O)CCc2ccc(S(=O)(=O)NC(C)C)cc2)CC1 the results were HADH2 inh 3%, Fluorescein autfl inactive, Tau filament bind -4%, Caspase-7 inhib 1%, Rhodamine autofl inactive, HEK293 cAMP cs -4%, TexasRed autofl inactive, Caspase-1 inhib -2%, USP2a inhib 9%, Luciferase inh 2% and ERK AVP block -27%.
For CCc1c(C)nc2cc(-c3cc(OC)cc(OC)c3)nn2c1N1CCCC1 the results were HADH2 inh inconclusive, Fluorescein autfl inactive, Tau filament bind 10%, Caspase-7 inhib -7%, Rhodamine autofl inactive, HEK293 cAMP cs 20µM*, TexasRed autofl inactive, Caspase-1 inhib -3%, USP2a inhib inconclusive, Luciferase inh 1% and ERK AVP block 5%.
`COc1cc2nc(SCc3c(C)noc3C)n(CCC3=CCCCC3)c(=O)c2cc1OC` gave HADH2 inh 26%, Fluorescein autfl inconclusive, Tau filament bind 9%, Caspase-7 inhib 0%, Rhodamine autofl inactive, HEK293 cAMP cs 24%, TexasRed autofl inactive, Caspase-1 inhib -1%, USP2a inhib 8%, Luciferase inh 1% and ERK AVP block -2%.
Screening CN(C)Cc1ccccc1-c1nccc(N(C)C)n1 returned HADH2 inh -4%, Fluorescein autfl inconclusive, Tau filament bind 23%, Caspase-7 inhib 0%, Rhodamine autofl inactive, HEK293 cAMP cs 15%, TexasRed autofl inactive, Caspase-1 inhib -2%, USP2a inhib -6%, Luciferase inh 0%[2.29 µM] and ERK AVP block 11%.
`CCOC(=O)CN1C(=O)c2ccccc2C1=O` gave HADH2 inh -4%, Fluorescein autfl inconclusive, Tau filament bind 8%, Caspase-7 inhib 0%, Rhodamine autofl inactive, HEK293 cAMP cs 1%, TexasRed autofl inactive, Caspase-1 inhib 1%, USP2a inhib -3%, Luciferase inh 1% and ERK AVP block -9%.
Screening COc1ccc(NC(=O)N2CCCCC2)cc1 returned HADH2 inh 7%, Fluorescein autfl inactive, Tau filament bind -3%, Caspase-7 inhib 2%, Rhodamine autofl inactive, HEK293 cAMP cs -1%, TexasRed autofl inconclusive, Caspase-1 inhib 0%, USP2a inhib 4%, Luciferase inh -12% and ERK AVP block -17%.
`CCCC(OC(=O)CC1Sc2ccccc2NC1=O)C(=O)NCc1ccco1` (configuration not stated) gave HADH2 inh 1%, Fluorescein autfl inactive, Tau filament bind -11%, Caspase-7 inhib 3%, Rhodamine autofl inactive, HEK293 cAMP cs 10%, TexasRed autofl inactive, Caspase-1 inhib 3%, USP2a inhib 6%, Luciferase inh -2% and ERK AVP block -27%.
Screening COc1ccc(NC(=O)N2CCCC3(CCN(C(=O)c4csnn4)CC3)C2)cc1 returned HADH2 inh 5%, Fluorescein autfl inactive, Tau filament bind 2%, Caspase-7 inhib -1%, Rhodamine autofl inactive, HEK293 cAMP cs 8%, TexasRed autofl inactive, Caspase-1 inhib -2%, USP2a inhib 13%, Luciferase inh 1%[11.4 µM] and ERK AVP block -8%.
`CC(C)N1C(=O)C2ON(c3ccccc3)C(c3cccs3)C2C1=O` (configuration not stated) gave HADH2 inh -28%, Fluorescein autfl inactive, Tau filament bind 4%, Caspase-7 inhib 0%, Rhodamine autofl inactive, HEK293 cAMP cs inconclusive, TexasRed autofl inconclusive, Caspase-1 inhib -3%, Luciferase inh 2% and ERK AVP block -13%.
COc1cc(NS(=O)(=O)c2ccc(NC(=O)CSC3=NCCS3)cc2)nc(OC)n1 was read as HADH2 inh inconclusive, Fluorescein autfl inactive, Tau filament bind -1%, Caspase-7 inhib 2%, Rhodamine autofl inactive, HEK293 cAMP cs 2%, TexasRed autofl inactive, Caspase-1 inhib -3%, USP2a inhib 2%, Luciferase inh 1% and ERK AVP block 5%.
`CC(C)OCCCNC(=O)CN1C(=O)CC(C)(C)S(=O)(=O)c2ccccc21` gave HADH2 inh -2%, Tau filament bind -3%, Caspase-7 inhib -1%, HEK293 cAMP cs 3%, Caspase-1 inhib -4%, Luciferase inh 1% and ERK AVP block 0%.
`CCCCCC(=O)Nc1cc(N(C)C)nc2ccccc12` gave HADH2 inh 69%[activator][11.4 µM], Tau filament bind 54%[11.4 µM], Caspase-7 inhib 0%, HEK293 cAMP cs inconclusive, Caspase-1 inhib -2%, USP2a inhib 26%[7.66 µM], Luciferase inh 1% and ERK AVP block inconclusive.
For O=C(COC(=O)C12CC3CC(CC(C3)C1)C2)N1CCN(S(=O)(=O)c2ccccc2)CC1 the results were HADH2 inh 1%, Fluorescein autfl inconclusive, Tau filament bind 0%, Caspase-7 inhib 3%, Rhodamine autofl inactive, HEK293 cAMP cs 6%, TexasRed autofl inactive, Caspase-1 inhib 0%, USP2a inhib 10%, Luciferase inh 1% and ERK AVP block 29%.
